High-throughput results (PubChem BioAssay)
PI5P4K alpha inh – PI5P4K alpha (human) kinase inhibition; P48426; PI5P4Kalpha enzyme, ADP-Glo luminescence, 60 min; active compounds read low; max response, %; 330,000 tested, 1.2% active; AID 652105; active = max response of -50% or lower; inconclusive = between -30% and -50%; inactive = -30% or higher; also: value at the top dose of about 77 µM; % is scaled to controls: 0 for no effect and ±100 for the full control effect
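Controls without substrate or without enzyme flank wells where PI5P4Kalpha converts substrate using 5 microM ATP (final). Incubation lasts 60 minutes at room temperature; ADP formed is read by ADP-Glo luminescence.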
DRD3 agonist – activates the human D3 dopamine receptor | P35462 | D3R DiscoveRx beta-arrestin cells, luminescence, 90 min | max activation, % | 410,000 tested, 0.58% active; in the data active = max activation above about 30%; also: 0% is about no effect; mostly tested at two doses, the higher about 12 µM
Target sequence (P35462 whole entry, looked up): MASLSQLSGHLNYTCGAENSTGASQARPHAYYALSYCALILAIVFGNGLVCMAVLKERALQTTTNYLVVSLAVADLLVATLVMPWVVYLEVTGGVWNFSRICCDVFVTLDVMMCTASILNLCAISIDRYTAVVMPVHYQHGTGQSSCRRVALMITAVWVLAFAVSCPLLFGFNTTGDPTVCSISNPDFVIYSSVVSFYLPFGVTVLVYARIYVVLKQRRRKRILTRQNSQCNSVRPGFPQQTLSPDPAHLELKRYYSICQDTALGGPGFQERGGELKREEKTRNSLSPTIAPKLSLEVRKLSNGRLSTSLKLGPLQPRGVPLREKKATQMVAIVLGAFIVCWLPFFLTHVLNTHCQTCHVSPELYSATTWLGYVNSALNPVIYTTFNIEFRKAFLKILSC
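Agonist mode: compounds and dopamine controls were applied to plated cells for 90 min at 37 degrees C after an overnight attachment at 1500 cells/well. Luminescent read-out followed 30 - 60 minutes at room temperature with DiscoveRx detection reagent.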
WRN helicase inh – inhibitors of human WRN helicase | 360,000 tested, 0.46% active | WRN helicase unwinding, fluorescent forked duplex, kinetic | Q14191 | AID 651768 | Potency, µM (series often up to 114 µM), inactives show top-dose activity change, negative = inhibition, most hits filed as inhibitors; also: potency is read from the fitted curve at half-maximal effect; % is scaled to controls: 0 for no effect and ±100 for the full control effect; nearly all actives have a fitted effect of over 55% in size
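Enzyme (20 nM final) and test compound sit together 15 min at room temperature before substrate addition. Substrate is a single-forked duplex oligonucleotide (100 nM) labelled with fluorophore and quencher, with 2 mM ATP; helicase unwinding raises red fluorescence, read kinetically.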
HEK293 tox – cytotoxicity in counter-screen for GLP-1R inverse agonists; HEK293 cAMP-luciferase reporter cells, luminescence, 24 h; Potency, µM (highest dose often 38.3 µM), without a hit: at the highest dose activity change, negative = inhibition, actives largely listed as inhibitors; 410,000 tested, 0.13% active;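 also: loss of luciferase light is scored as toxicity; potency is read from the fitted curve at half-maximal effect; % is scaled to controls: 0 for no effect and ±100 for the full control effect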
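Step one: seed cells (200 cells/uL, DMEM with 10% Nu serum, 1% pen-strep). Step two: 12-hour incubation at 37 deg C. Step three: pin 23 nL compound, incubate 24 hr. Step four: add luciferase reagent, read luminescence 12 min later.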
GLP1R inv ag – acts as inverse agonist at human GLP-1 receptor. AID 624417. P43220. 410,000 tested, 1.6% active. Potency, µM (series often up to 38.3 µM), without a hit: at the top dose activity change, negative = inhibition, most hits filed as inhibitors. HEK293 GLP-1R CRE-luciferase, luminescence, 24 h; GLP-1R form is constitutively active; also: potency is read from the fitted curve at half-maximal effect; % is scaled to controls: 0 for no effect and ±100 for the full control effect; nearly all actives have a fitted effect of over 55% in size
Target sequence (P43220 whole entry, looked up): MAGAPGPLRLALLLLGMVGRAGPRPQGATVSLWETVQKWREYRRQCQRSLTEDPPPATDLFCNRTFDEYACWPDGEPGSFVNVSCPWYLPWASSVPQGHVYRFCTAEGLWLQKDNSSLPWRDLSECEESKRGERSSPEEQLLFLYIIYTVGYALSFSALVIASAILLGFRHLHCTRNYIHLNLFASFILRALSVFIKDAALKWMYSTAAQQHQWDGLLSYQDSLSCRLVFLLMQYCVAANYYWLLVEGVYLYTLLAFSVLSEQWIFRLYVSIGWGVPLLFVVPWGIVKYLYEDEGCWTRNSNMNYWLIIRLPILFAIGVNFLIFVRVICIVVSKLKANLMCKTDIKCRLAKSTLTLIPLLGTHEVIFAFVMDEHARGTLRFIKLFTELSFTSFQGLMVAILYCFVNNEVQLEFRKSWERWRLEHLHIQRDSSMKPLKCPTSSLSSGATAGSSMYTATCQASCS
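Assay principle: reduced luminescence from a cAMP-responsive reporter in HEK293 cells co-expressing a constitutively active GLP-1R. Conditions: 24 hr compound incubation, 37 deg C, 5% CO2.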
D3 antag – antagonists of human D3 dopamine receptor; P35462; D3R cells, DiscoveRx beta-arrestin luminescence, antagonist mode; active compounds read low; max response, negative = inhibition, %; 360,000 tested, 2.5% active; in the data active = max response below about -50%; inconclusive = no clear call, values can overlap the other calls; also: % is scaled to controls: 0 for no effect and ±100 for the full control effect; mostly tested at two doses, the higher about 12 µM
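Cells plated overnight at 1500 cells/well, then exposed to library compounds with dopamine controls for 90 minutes at 37 degrees C. DiscoveRx reagent added for 30–60 minutes at room temperature; luminescence read, quantitative HTS format.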
GLP-1R agonist – agonists of human GLP-1 receptor; Potency, µM (series often up to 45.6 µM), for inactives: top-dose activation, hits mostly activators; P43220; 380,000 tested, 0.007% active; HEK293 GLP-1R CRE-luciferase, luminescence, 4-6 h; cells express a hypersensitive GLP-1R form; also: potency is read from the fitted curve at half-maximal effect; % of control where 0% means no effect
IL2 activator – activators of IL-2. IL-2 activation reporter assay, cell-based qHTS; stimulated with anti-CD3/CD4/CD28 beads; in transgenic mouse T cells. activation, % (series mostly up to about 46 µM). 360,000 tested, 0.065% active. AID 652025; in the data active = activation above about 50%; inconclusive = mostly about 30% to 49%; also: 0% is about no effect
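Screening format: compound pinned onto unstimulated transgenic mouse T cells, 60 min incubation, then anti-CD3/anti-CD4/anti-CD28 bead stimulation for 18 hours at 37 degrees C, followed by EGFP and DsRed detection.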
PLK1 PBD block – PLK1 (human) polo-box domain binding inhibition | 360,000 tested, 2.8% active | Plk1 PBD binding of FITC phosphopeptide, fluorescence polarization | Potency, µM, for inactives: max response, negative = inhibition, actives largely listed as inhibitors | P53350; also: potency is read from the fitted curve at half-maximal effect; series mostly up to about 57 µM; % is scaled to controls: 0 for no effect and ±100 for the full control effect; nearly all actives have a fitted effect of over 65% in size
An asterisk follows results filed as active; u = inconclusive; x = no result given; [ ] = dose if it differs, or a comment. Unless noted, calls follow the shape of the dose curve; as a rule, active = well fitted curve in the direction sought with a large enough effect; inconclusive = small, poorly fitted or top-dose-only effect, or another doubt; inactive = no such curve, though single readings can be large; an effect the other way counts as inactive or inconclusive. Outcome played no part in choosing rows; any-hit rate near 7.8%.

SMILES	PI5P4K alpha inh	DRD3 agonist	WRN helicase inh	HEK293 tox	GLP1R inv ag	D3 antag	GLP-1R agonist	IL2 activator	PLK1 PBD block
COc1ccc(-n2c(SCC(=O)NCC3CCCO3)nc3c([nH]c4ccccc43)c2=O)cc1OC (centres undefined)	-0.2	3.0	-1.1%	-0.3%	10.9%	-13.6	6.8%	-0.4	-4.3%
Cc1cccc(Oc2ccccc2NC(=O)CN2C(=O)NC3(CCCC3)C2=O)c1	-1.1	2.6	-0.3%	-2.9%	u	4.6	5.9%	0.1	4.6%
O=C(Nc1ccc2c(c1)OCO2)c1cccc(S(=O)(=O)N2CCOCC2)c1	-1.6	-2.6	-2.2%	-29.0%	-26.2%	-9.5	11.2%	-0.2	-1.5%
O=C1N(Cc2cccc(Cl)c2)C[C@@H]2C[C@@H](c3ccccn3)N3CCC[C@@]123	0.1	0.1	-1.5%	-2.7%	-8.6%	-13.6	1.9%	0.0	-15.7%
COc1ccc(NC(=S)c2ccc3ccccc3n2)cc1	-1.3	-19.3	17.2%	u	u	-4.4	7.8%	-3.5	6.7µM*
Cc1ccc(C)c(N(CC(=O)NCCC2=CCCCC2)S(C)(=O)=O)c1	x	1.1	-4.2%	3.1%	0.0%	15.1	32.7%	-3.1	-2.2%
C=CCn1c(COc2ccc(CC)cc2)nnc1SC/C(O)=C(\C#N)c1nc2ccccc2[nH]1	u	-1.7	-12.4%	-5.1%	u	3.8	-4.6%	-1.6	u
Cc1ccccc1NC(=S)NCCC(c1ccccc1)c1ccccc1	12.3	-23.2	-30.4%	u	0.0%	-59.8*	-8.0%	-4.5	-7.6%
Cc1ccc(C(=O)NC(=S)Nc2ccc(N3CCOCC3)cc2)cc1C	-23.6	3.7	-8.2%	1.4%	4.6%	3.1	-0.6%	1.7	u
COc1ccc(Br)cc1C(=O)Nc1ccc(-c2nc3ncccc3o2)cc1C	x	5.9	x	-9.4%	-29.2%	x	0.7%	x	x
C#Cc1ccc([C@@H]2C=C(C(=O)NCc3ccccc3)O[C@H](OCCCCO)C2)cc1	-63.8*	-16.9	-26.4%	3.1%	0.9%	0.0	0.1%	0.1	-7.1%
COc1ccc(OC)c(CN2CCCC(C(=O)N3CCCCC3)C2)c1 (centres undefined)	x	-30.0	7.2%	-0.7%	-22.4%	-77.4*	-1.0%	-1.2	-0.8%
COc1cccc(/C=N/NC(=O)C[n+]2ccccc2)c1OC	2.3	-9.3	-13.5%	22.9%	14.9%	u	3.9%	2.2	-0.5%
CCCCN(CC)c1nc(N)c2c(N)nc(OCC)cc2c1C#N	x	-2.5	-33.9%	1.7%	0.0%	-18.4	3.9%	1.7	-0.8%
O=C(COC(=O)CCC1CCCC1)Nc1cc(S(=O)(=O)N2CCOCC2)ccc1Cl	9.7	-7.9	-6.1%	-12.5%	1.1%	14.0	11.4%	-1.5	-2.3%
Cn1c(=O)c2c(ncn2CC(=O)N2CCN(c3ccccc3F)CC2)n(C)c1=O	x	-2.0	-3.9%	-5.5%	-9.8%	9.9	-2.4%	1.8	-7.7%
COC(CNC(=O)c1cccc(-n2c(=S)[nH]c3cc(Cl)ccc3c2=O)c1)OC	-6.5	-3.8	-7.7%	-2.5%	19.0%	-4.8	1.8%	-0.2	-7.4%
COc1cccc(OC)c1C(=O)NCCNc1nc2cc(C)cc(C)c2cc1C#N	1.1	7.4	2.2%	3.2%	1.1%	-1.4	x	-0.6	2.2%
CO/N=C(/COc1ccc(F)cc1)c1ccc(OC)cc1	20.3	-3.6	-5.2%	-12.2%	-9.6%	4.7	8.2%	1.1	-15.9%
Cc1ccc(/C=N/N2CCN(c3ccccn3)CC2)o1	1.9	2.4	-0.8%	0.2%	18.8%	12.7	-1.0%	1.0	1.9%
CC(C)C(C(=O)NC1CCCCC1)N(CC1CCCO1)C(=O)CNS(=O)(=O)c1ccc(F)cc1 (centres undefined)	3.0	-6.6	4.8%	-0.8%	10.7%	-21.6	2.3%	-0.6	u
COc1cc(NC(=S)NC2CC2)c(OC)cc1Cl	-1.8	4.7	4.9%	-1.4%	-14.1%	18.6	-0.1%	-0.7	-15.8%
OCCN1CCN(CC/C=C2/c3ccccc3CSc3ccccc32)CC1	-2.1	-22.2	0.4%	u	8.91µM*	-104.6*	4.3%	0.3	-5.2%
O=C1N(Cc2ccc3c(c2)OCO3)c2ccccc2C1(O)c1c[nH]c2ccccc12 (centres undefined)	-10.1	1.7	-4.3%	-7.3%	0.0%	-17.3	-7.8%	-2.5	-2.6%
COc1ccc(C2c3cc(OC)c(OC)cc3CCN2C(=O)c2ccccc2)cc1OC (centres undefined)	-2.1	-0.1	7.1%	-10.1%	160.0%[activator]	1.8	-1.0%	-3.4	-16.1%

Next part, overlapping the part above by 2 compounds.
SMILES	PI5P4K alpha inh	DRD3 agonist	WRN helicase inh	HEK293 tox	GLP1R inv ag	D3 antag	GLP-1R agonist	IL2 activator	PLK1 PBD block
O=C1N(Cc2ccc3c(c2)OCO3)c2ccccc2C1(O)c1c[nH]c2ccccc12 (centres undefined)	-10.1	1.7	-4.3%	-7.3%	0.0%	-17.3	-7.8%	-2.5	-2.6%
COc1ccc(C2c3cc(OC)c(OC)cc3CCN2C(=O)c2ccccc2)cc1OC (centres undefined)	-2.1	-0.1	7.1%	-10.1%	160.0%[activator]	1.8	-1.0%	-3.4	-16.1%
CCOC(=O)C1CCN(C(c2ccccn2)c2c(C)[nH]c3ccccc23)CC1 (centres undefined)	5.7	-6.1	-21.4%	u	u	u	-2.9%	-0.4	11.9µM*
Cc1ccc(C(=O)N2CCN(Cc3ccc4c(c3)OCO4)CC2)cc1S(=O)(=O)N1CCOCC1	0.6	-5.1	-9.0%	-6.8%	-38.0%	-2.8	-1.5%	0.6	-6.0%
COc1ccc(/C=C/C(=O)c2ccccc2)c(OC)c1	2.5	-2.7	-0.9%	12.3%	u	2.6	1.3%	-1.2	-10.0%
CNC(=O)c1cccc(NC(=O)C(C)c2ccc3cc(OC)ccc3c2)c1 (centres undefined)	2.5	0.9	-23.1%	12.0%	-3.8%	7.6	21.6%	-1.0	-7.0%
C/C(=N\NC(=O)c1cc(-c2ccc(O)cc2)nc2ccccc12)c1cccnc1	3.0	-10.9	-28.0%	4.1%	74.6%[activator]	0.0	8.7%	-0.6	-15.6%
Cc1c(C(=O)N2CCN(S(C)(=O)=O)CC2)oc2ccccc12	x	-2.5	-10.0%	4.4%	0.0%	-21.8	2.5%	-1.8	-9.8%
O=C(CS(=O)CC(=O)N(CC(=O)NC1CCCC1)C1CCCCC1)Nc1ccc(F)cc1 (centres undefined)	x	1.3	9.6%	-3.7%	1.0%	51.8	-6.4%	-2.6	0.8%
COC(=O)c1cc(S(=O)(=O)N2CCN(C3CCCCC3)CC2)c[nH]1	2.1	-4.4	1.7%	-0.7%	8.1%	u	-1.7%	0.7	-6.6%
Cc1ccc(/C=C/C(=O)Nc2cc(C)on2)cc1	0.1	1.7	5.5%	-9.1%	20.1%	-3.7	-13.3%	-3.6	0.8%
O=C(c1cc(COc2ccc(F)cc2Cl)on1)N1CCN(c2cnccn2)CC1	-2.7	9.2	-27.6%	14.2%	u	10.7	14.7%	-3.2	-0.5%
Cc1cc(C)c(C)c(OCCOCCNCc2ccccc2)c1	-0.6	-5.1	2.5%	6.9%	u	-12.9	-3.4%	-0.1	-2.1%
Cc1ccccc1Nc1nc(N)nc(COC(=O)c2nn(C)c(=O)c3ccccc23)n1	1.5	-4.3	28.2%	4.3%	74.3%[activator]	76.0	-3.5%	-2.4	4.3%
CCN1CCCC1Cn1cnc2c([nH]c3cc(OC)ccc32)c1=O (centres undefined)	-0.8	3.4	12.3%	-4.8%	-20.8%	2.4	7.3%	-0.2	-0.5%
CCOC(=O)COc1ccc2c(C#N)c3ccccn3c2c1	7.4	0.6	-2.3%	x	18.2%	19.5	20.8%	-0.7	-3.6%
O=C1Nc2ccccc2C12OC1CCCCC1O2 (centres undefined)	x	4.3	-3.9%	6.7%	1.4%	9.2	-0.5%	-0.4	2.2%
COc1cccc(OC)c1CN1CCCC(C(=O)c2ccccc2SC)C1 (centres undefined)	3.5	-29.3	1.4%	-34.7%	u	u	-5.6%	-3.3	-2.3%
CN(C)CCNC(=S)Nc1ccc(F)c(F)c1F	-9.0	-5.2	8.6%	-8.3%	-11.5%	-14.8	1.0%	-4.6	-23.4%

Three of these compounds in another layout.
Every second line gives: PI5P4K alpha inh, DRD3 agonist, WRN helicase inh, HEK293 tox, GLP1R inv ag, D3 antag, GLP-1R agonist, IL2 activator, PLK1 PBD block
- Cc1ccc(C(=O)N2CCN(Cc3ccc4c(c3)OCO4)CC2)cc1S(=O)(=O)N1CCOCC1
    0.6, -5.1, -9.0%, -6.8%, -38.0%, -2.8, -1.5%, 0.6, -6.0%
- COc1ccc(/C=C/C(=O)c2ccccc2)c(OC)c1
    2.5, -2.7, -0.9%, 12.3%, u, 2.6, 1.3%, -1.2, -10.0%
- CNC(=O)c1cccc(NC(=O)C(C)c2ccc3cc(OC)ccc3c2)c1 (centres undefined)
    2.5, 0.9, -23.1%, 12.0%, -3.8%, 7.6, 21.6%, -1.0, -7.0%
